# Screens (PubChem BioAssay)
# TRHR PAM = TRH receptor (human) allosteric enhancement; P34981; TRHR cells, fluo-8 calcium fluorescence, EC20 TRH enhancement; enhancement, % at 2 µM; actives 0.66% (n = 360,000); AID 493056; in the data active = enhancement above about 30%; note: 0% is about no effect
# Target sequence (P34981 whole entry, looked up): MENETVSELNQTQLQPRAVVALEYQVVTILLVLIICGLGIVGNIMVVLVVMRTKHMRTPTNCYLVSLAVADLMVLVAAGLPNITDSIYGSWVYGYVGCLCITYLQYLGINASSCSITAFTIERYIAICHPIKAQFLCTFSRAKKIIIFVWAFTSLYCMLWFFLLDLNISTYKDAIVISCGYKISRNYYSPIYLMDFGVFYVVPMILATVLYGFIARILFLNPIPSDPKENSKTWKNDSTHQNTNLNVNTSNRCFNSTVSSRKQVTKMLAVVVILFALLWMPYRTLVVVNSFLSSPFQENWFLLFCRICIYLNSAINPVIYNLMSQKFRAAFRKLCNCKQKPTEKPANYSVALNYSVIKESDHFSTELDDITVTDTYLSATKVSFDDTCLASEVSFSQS
#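 Enhancer read-out: after compound pinning and an initial kinetic agonist-mode read, an EC20 of TRH (10 nM final) was injected and fluo-8 calcium signal (Ex 480/Em 530) followed at 1 s/cycle for 100 cycles in TRHR-expressing cells.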
# RXFP1 antagonist = blocks the human relaxin receptor RXFP1; actives 0.59% (n = 350,000); activity change, negative = inhibition, % at 57.5 µM; AID 1259400; HEK293-RXFP1, relaxin-stimulated cAMP HTRF, 30 min; active compounds read low; Q9HBX9;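 active = activity change of -60% or lower, but not beyond a set lower limit; inconclusive = change between -60% and -40%, or beyond the set limit; inactive = change above -40%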; note: % is set by controls: 0 for no effect and ±100 for the full control effect
# TRHR agonist = activates the human TRH receptor. TRHR cells, calcium flux fluo-8, FDSS agonist mode. activation, % at 2 µM. actives 0.18% (n = 360,000); in the data active = activation above about 30%; note: 0% is about no effect
#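 Steps: seed TRHR cells overnight; add fluo-8 no-wash Ca dye, RT 30 min–1.5 h; record 10 s baseline; pin-transfer compounds; monitor fluorescence 1 cycle/s for the agonist window. Calcium increases flag candidate agonists.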
# D1 potentiator = potentiators of human D1 dopamine receptor; HEK293 TREx D1 cells, calcium flux, dopamine EC20 potentiation; P21728; potentiation, % at 10 µM; actives 0.036% (n = 360,000); AID 504651; in the data active = potentiation above about 30%; note: 0% is about no effect
# Target sequence (P21728 whole entry, looked up): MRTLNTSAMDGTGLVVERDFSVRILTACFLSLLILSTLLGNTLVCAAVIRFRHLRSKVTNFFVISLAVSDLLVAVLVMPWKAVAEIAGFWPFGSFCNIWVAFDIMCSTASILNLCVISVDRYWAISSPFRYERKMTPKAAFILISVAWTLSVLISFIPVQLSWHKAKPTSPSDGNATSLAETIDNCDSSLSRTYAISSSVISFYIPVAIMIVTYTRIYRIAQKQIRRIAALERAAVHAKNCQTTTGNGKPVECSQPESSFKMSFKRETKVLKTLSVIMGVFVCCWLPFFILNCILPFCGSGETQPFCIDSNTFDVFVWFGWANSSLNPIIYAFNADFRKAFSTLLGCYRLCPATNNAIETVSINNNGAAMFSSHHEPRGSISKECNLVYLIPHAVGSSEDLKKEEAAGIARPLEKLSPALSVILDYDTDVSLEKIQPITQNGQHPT
# Apoferritin bind = candidate novel general anesthetic via apoferritin binding; P02791; apoferritin/1-aminoanthracene competitive binding, fluorescence; Potency, µM (doses to about 77.5 µM), for inactives: top-dose activity change, negative = displacement, most hits filed as inhibitors; actives 0.074% (n = 350,000); AID 485281; note: potency is the fitted concentration of half-maximal effect; % is set by controls: 0 for no effect and ±100 for the full control effect; nearly all actives have a fitted effect of over 20% in size
#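 Concentration-response curves derived by four-parameter Hill fitting of normalized fluorescence, where compounds displaced 1-AMA from 10 uM horse apoferritin following a brief 10 min room-temperature incubation; propofol titration acted as positive control.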
# RXFP1 agonist = agonists of human relaxin receptor RXFP1. Q9HBX9. Potency, µM (series often up to 57.5 µM), without a hit: top-dose activation, hits mostly activators. actives 0.3% (n = 370,000). HEK293T-RXFP1 cAMP TR-FRET, 30 min; response scale: percent of porcine relaxin response, buffer zero; note: potency is the fitted concentration of half-maximal effect; % is set by controls: 0 for no effect and ±100 for the full control effect; nearly all actives have a fitted effect of over 60% in size; many of its hits are not listed in these tables
#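 cAMP rise read by TR-FRET after 30 min, 37C compound exposure (up to 58 uM) in RXFP1-transfected HEK293 cells with Ro 20174 present. EC50 from Hill-equation fits, with 29 nM porcine relaxin as 100% and buffer as basal.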
# D2 PAM = D2 dopamine receptor (human) potentiation. potentiation, % at 10 µM. HEK293 T-REx D2, calcium flux, EC20 dopamine potentiation. P14416. actives 0.34% (n = 340,000);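 active = potentiation over 3 SD above the plate norm, cut at about 30% in these data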; note: 0% is about no effect
#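 Primary screen. Calcium kinetics in induced HEK293 T-REx D2 cells: compound pre-addition 180 s, EC20 dopamine, 180 s more.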
# D1 agonist = human D1 receptor agonism | P21728 | HEK293 T-REx D1 cells, calcium flux, agonist mode | activation, % at 2 µM | actives 1% (n = 360,000) | AID 504660; in the data active = activation above about 30%; note: 0% is about no effect
#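 Agonism was scored from calcium flux recorded over 180 s (1 read/s) after pintool compound addition, following a 10-cycle baseline. Cells were inducible force-coupled HEK293 TREx D1, plated overnight at 30 C and loaded with no-wash calcium dye.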
# D1 antag = antagonists of human D1 dopamine receptor | activity change, negative = inhibition, % at 10 µM | HEK293 TREx D1 cells, calcium flux, dopamine EC80; active compounds read low | actives 3.2% (n = 360,000) | AID 504652 | P21728; in the data active = activity change below about -30%; note: % is set by controls: 0 for no effect and ±100 for the full control effect
#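 Cells carrying a force-coupled, tetracycline-inducible human D1 receptor report calcium flux. Each well gets a 10 s baseline, compound with 180 s monitoring, then an EC80 dopamine stimulus with a second 180 s kinetic read.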
# * hit, by the source's call; ? = inconclusive; · = not tested or not shown; & = joins results of further samples. Unless noted, calls come from the whole dose curve; as a rule, active = well fitted curve in the direction sought with a large enough effect; inconclusive = small, poorly fitted or top-dose-only effect, or another doubt; inactive = no such curve, though single readings can be large; an effect the other way counts as inactive or inconclusive. Not all compounds are listed; count on the stated rates, not on these rows.
# Fields: TRHR PAM	RXFP1 antagonist	TRHR agonist	D1 potentiator	Apoferritin bind	RXFP1 agonist	D2 PAM	D1 agonist	D1 antag
> Cn1c(SCC(N)=O)nnc1C1CCN(S(=O)(=O)c2ccccc2C(F)(F)F)CC1
 : 0	7	0.5	-2	3%	1.6%	-2	4	1
> S=C1NCN(Cc2cccnc2)CN1Cc1ccccc1
 : -2	-11	-0.3	20	2%	4.2%	0	3	1
> CCOC(=O)C1CCN(C(=O)c2cccc(S(=O)(=O)Nc3ccc(C)cc3C)c2)CC1
 : -3	-16	1.4	-2	-11%	-1.1%	10	5	2
> Oc1[nH]c2ccccc2c1N=NC(=S)N1CCOCC1
 : -5	13	0.3	3	7%	-8.2%	3	3	-14
> Cn1cc(-c2cc3n(n2)CCC(=O)N3CCCC(=O)NCc2ccc(F)cc2)c2ccccc21
 : -2	-3	-1.1	-3	-4%	3.5%	-9	0	-33*
> Cc1cccc(N2CCN(C(c3ccc(F)cc3)c3nnc(-c4ccccc4)o3)CC2)c1C (stereo not given)
 : 12	-37	0.7	1	-9%	3.0%	4	-1	-9
> NC(=O)c1ccc(NC(=O)COC(=O)c2ccc(Br)o2)cc1
 : -1	1	-0.1	-3	·	1.8%	-9	1	14
> CCN1C(=O)[C@H]2[C@@H](c3ccc(C)cc3)N3C(=O)N(c4ccc(OC)cc4)C(=O)[C@@]3(Cc3ccccc3)[C@H]2C1=O
 : 0	·	-0.1	-1	·	1.4%	-4	3	12
> Cc1c(NC(=O)COC(=O)c2ccc(O)cc2)c(=O)n(-c2ccccc2)n1C
 : 7	-3	0.7	2	·	-0.3%	5	1	8
> O=C(NCCCN1CCN(c2ccccc2F)CC1)Nc1ccc(F)cc1
 : 3	-1	-0.3	-11	-7%	1.8%	-20	4	-79*
> Cc1cc(Nc2cccc(Cl)c2)n2ncnc2n1
 : -2	18	-0.4	-2	-7%	3.4%	0	-4	3
> CCOc1cc(CN2CCCCC2)ccc1OC
 : 2	-10	1.2	0	8%	-0.2%	-2	3	0
> CC(=O)N1c2ccccc2C(=O)C1N1CCN(c2cc(Cl)ccc2C)CC1 (stereo not given)
 : 8	-24	-0.5	-7	-7%	-1.1%	6	7	2
> Cc1ccc(NC(=O)Cn2nc([N+](=O)[O-])c(Br)c2C)cc1C
 : -3	-18	1.2	-5	-16%	-0.3%	·	9	-33*
> CC1CCC2(CC1)NC(=O)N(CC(=O)c1ccc[nH]1)C2=O (stereo not given)
 : 0	1	-0.2	6	?	1.3%	8	2	-1
> CCCCN(CC)C(=O)CSc1nc2c(sc3ccccc32)c(=O)n1CCc1ccccc1
 : -3	·	0.0	-2	0%	-3.3%	9	0	7
> CCC(=O)c1ccc(OCC(O)Cn2nc(C)c(C(C)=O)c2C)cc1 (stereo not given)
 : 0	-8	0.1	4	-4%	3.4%	-2	3	-3
> CCN1CCCC1CNC(=O)Cn1cccc1C(=O)c1ccccc1 (stereo not given)
 : 2	-20	1.2	0	-1%	-1.1%	7	1	-2
> COc1cc(CN2CCC(CO)(CCOc3ccccc3)CC2)cc(OC)c1OC
 : -3	-3	0.2	1	-6%	3.8%	-1	12	16
> COc1ccc2cc(CCNC(=O)C(C)(C)C)c(=O)[nH]c2c1
 : -4	·	0.6	1	-6%	1.4%	10	3	-1
> COc1ccc(S(=O)(=O)N2CCN(S(=O)(=O)c3c(F)cccc3F)CC2)cc1
 : 1&-2	·	0.4&1.0	-4&-1	·	1.5%	·	-2&1	-1&-7
> Cc1ccc(S(=O)(=O)Nc2ccc(OCC(=O)N3CCOCC3)cc2)c(C)c1NS(C)(=O)=O
 : -5	-16	1.0	-4	1%	2.0%	-33	2	11
> O=S(=O)(NCCc1cn2ccsc2n1)c1ccc(Cl)cc1
 : -4	5	-0.7	-3	-10%	5.1%	-5	1	-8
> CC(=O)Oc1ccc(N(C(C)=O)S(=O)(=O)c2ccc(Cl)cc2)c2ccccc12
 : 17	-4	-0.6	7	-12%	-0.5%	-2	5	-15
> CCOC(=O)C1=C(C)N(c2ccccc2)C(=O)/C1=C\c1ccc(O)c(OC)c1
 : -2	-40	-0.3	-3	?	3.6%	2	3	23
> CCOC(=O)c1nnc(-c2ccccc2)nc1Sc1ccccc1Cl
 : -2	-16	-0.2	-4	?	0.6%	4	5	17
> CCOC(=O)c1sc2ncnc(NCC(c3cccs3)N(C)C)c2c1C (stereo not given)
 : 2	5	-0.3	-3	-19%	12%	8	5	-13
> Clc1ccc(C2=NCCN2)cc1
 : -2	0	1.5	3	-12%	-0.2%	16	3	6
> O=C(CSc1nccn1Cc1ccc(Cl)cc1)NCc1ccccc1
 : 6	-2	-0.7	0	?	-0.3%	-12	1	-35*
> CCCS(=O)(=O)c1snnc1C
 : 1	-3	0.3	1	3%	1.5%	·	2	1

# The results go on.
# Fields: TRHR PAM	RXFP1 antagonist	TRHR agonist	D1 potentiator	Apoferritin bind	RXFP1 agonist	D2 PAM	D1 agonist	D1 antag
> CCN(Cc1ccccc1)C(=O)C1CCN(C(=O)Nc2ccccc2)CC1
 : -2	1	-0.5	1	-5%	-1.1%	11	2	-8
> Cc1cc(OCC(=O)NCCCn2ccnc2)c2c(C)cc(=O)oc2c1
 : -5	20	-0.1	0	-3%	3.5%	-3	-1	-5
> O=C(COc1cccc(C(F)(F)F)c1)Nc1ccc(S(=O)(=O)N2CCCC2)cc1
 : 3	13	0.3	2	4%	0.1%	·	11	-12
> CCOc1cc(/C=C/c2cccc[n+]2C)ccc1O
 : 3	0	0.5	-4	3%	-1.4%	11	-3	-2
> COc1ccc(S(=O)(=O)N2CCC(C(=O)NCc3ccc(C)cc3)CC2)cc1
 : 4	-3	0.0	1	-18%	0.0%	-1	0	16
> COc1cc2cc(CCOC(=O)c3ccc(C#N)cc3)oc(=O)c2cc1OC
 : -2	·	-0.7	-3	·	-0.3%	12	-2	·
> Cc1cc(/C=C2\C(=N)N3N=C(S(C)(=O)=O)SC3=NC2=O)c(C)n1Cc1ccccc1
 : -9	13	0.6	-11	-19%	3.5%	2	3	27
> CCOc1cc(/C=C2\N=C(SC)SC2=O)cc([N+](=O)[O-])c1OC(C)=O
 : -3	-5	0.2	0	?	0.0%	-2	1	3
> COCCOC(=O)c1[nH]c2c(c1C)C(=O)CC(c1ccc(N(C)C)cc1)C2 (stereo not given)
 : 2	-2	-0.9	-8	-6%	-0.4%	17	1	-13
> COc1ccc(CN(C(=O)c2cccs2)c2ccccc2C(=O)O)cc1
 : 0	1	0.2	-2	-11%	3.8%	-4	1	0
> COc1ccc(C(=O)N2CCCC(c3nc(-c4cccs4)no3)C2)cc1 (stereo not given)
 : -8	-7	-0.3	-3	-17%	0.8%	-5	5	4
> CCOc1cccc2sc(N(CCN(C)C)C(=O)/C=C/c3cccs3)nc12
 : -1	-23	1.3	-4	5%	1.3%	-23	25	-16
> Cc1cc(S(=O)(=O)ON2C(=O)c3ccccc3C2=O)ccc1F
 : 2	1	0.6	0	7%	0.2%	-1	1	-10
> COc1ccc(NC(=O)Nc2nnc(N3CCC(C)CC3)s2)cc1OC
 : 2	·	0.2	-3	5%	0.9%	-3	-1	-7
> CCCCN(C1CCS(=O)(=O)C1)S(=O)(=O)c1ccc(OC)c(OC)c1 (stereo not given)
 : 12	-14	0.2	-10	·	-0.5%	-5	0	-3
> COc1ccc(/C=N/S(=O)(=O)c2cccs2)cc1
 : -6	-6	0.3	-2	-7%	1.2%	·	-1	·
> Cc1cccc(S(=O)(=O)NC2CCCCCCC2)c1
 : 10	-9	-1.1	·	-19%	-1.7%	·	8	-10
> O=C(c1ccc(S(=O)(=O)N2CCCC2)cc1)N1CCN(Cc2ccc3c(c2)OCO3)CC1
 : 8	-5	-0.2	0	-12%	2.7%	6	2	-10
> O=C(O)c1ccc(N/N=C/c2ccc(-c3ccccc3)cc2)cc1
 : -2	-8	-0.9	0	-1%	-1.2%	-9	1	-4
> Cc1ccccc1CSc1nc2c(c(=O)[nH]1)CCC2
 : -1	-2	-0.5	6	?	3.0%	-1	1	-12

# Six successive records out of the list so far:
# Fields: TRHR PAM	RXFP1 antagonist	TRHR agonist	D1 potentiator	Apoferritin bind	RXFP1 agonist	D2 PAM	D1 agonist	D1 antag
> Cc1cc(S(=O)(=O)ON2C(=O)c3ccccc3C2=O)ccc1F
 : 2	1	0.6	0	7%	0.2%	-1	1	-10
> COc1ccc(NC(=O)Nc2nnc(N3CCC(C)CC3)s2)cc1OC
 : 2	·	0.2	-3	5%	0.9%	-3	-1	-7
> CCCCN(C1CCS(=O)(=O)C1)S(=O)(=O)c1ccc(OC)c(OC)c1 (stereo not given)
 : 12	-14	0.2	-10	·	-0.5%	-5	0	-3
> COc1ccc(/C=N/S(=O)(=O)c2cccs2)cc1
 : -6	-6	0.3	-2	-7%	1.2%	·	-1	·
> Cc1cccc(S(=O)(=O)NC2CCCCCCC2)c1
 : 10	-9	-1.1	·	-19%	-1.7%	·	8	-10
> O=C(c1ccc(S(=O)(=O)N2CCCC2)cc1)N1CCN(Cc2ccc3c(c2)OCO3)CC1
 : 8	-5	-0.2	0	-12%	2.7%	6	2	-10

# Limited to D2 PAM and D1 agonist, for two of the compounds above:
SMILES	D2 PAM	D1 agonist
COc1ccc(CN(C(=O)c2cccs2)c2ccccc2C(=O)O)cc1	-4	1
COc1ccc(C(=O)N2CCCC(c3nc(-c4cccs4)no3)C2)cc1 (stereo not given)	-5	5
